PfG6PD inh: PfG6PD (Plasmodium falciparum) enzyme inhibition. PfGluPho enzyme, NADPH resazurin-diaphorase fluorescence. inhibition, % at 20 µM. 350,000 compounds, 0.78% hits. AID 504690;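 active = inhibition reaching at least a set limit at 20 µM in the primary screen, cut at about 59% in these data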;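 note: 0% = DMSO wells with substrate and 100% = DMSO wells lacking glucose-6-phosphate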
SENP7 block: inhibitors of human SENP7 protease; Q9BQF6; recombinant SENP7, Z-RLRGG-aminoluciferin luminescence, 40 min; inhibition, % at 5 µM; AID 434973; 330,000 compounds, 1.5% hits;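 active = inhibition above about 50% at the single test dose, limit read from the data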;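 note: plate controls were DMSO with enzyme for no effect and no enzyme buffer wells for full effect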
HKDC1 inhibitor: HKDC1 (human) hexokinase inhibition | AID 493160 | recombinant HKDC1, G6PDH/diaphorase resazurin coupled fluorescence | inhibition, % at 20 µM | 340,000 compounds, 0.16% hits;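 active = inhibition above about 35% when tested at 20 µM, limit read from the data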;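 note: plate controls were DMSO wells with enzyme for no effect and DMSO wells lacking enzyme for full effect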
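System: Recombinant HKDC1 hexokinase | Amount: HKDC1 at 5 µg/mL | Reagent: Glucose with 1 mM ATP | Doses: Single 20 µM dose | Incubation: Reaction time 90 min, room temperature, protected from light | Signal: Coupled resazurin fluorescence, excitation 525 nm, emission 613 nm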
NLRP3 yeast inh: inhibitors of NALP3 inflammasome in yeast. Yeast reconstituted NLRP3/ASC/caspase-1, beta-gal luminescence, 24 h. inhibition, % at 10 µM. 330,000 compounds, 0.39% hits. AID 2825;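 active = inhibition of 50% or more; inactive = inhibition below 50%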;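 note: plate controls were induced DMSO wells for no effect and uninduced yeast grown without galactose for full effect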
SENP6 inh: SENP6 protease inhibition; inhibition, % at 10 µM; 330,000 compounds, 1.8% hits; Recombinant SENP6 catalytic domain, aminoluciferin luminescence; Q9GZR1;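 active = inhibition above about 50% at the single tested dose, limit read from the data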;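 note: plate controls were DMSO wells with enzyme for no effect and DMSO wells lacking enzyme for full effect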
Target sequence (Q9GZR1 628-1112 limits assumed): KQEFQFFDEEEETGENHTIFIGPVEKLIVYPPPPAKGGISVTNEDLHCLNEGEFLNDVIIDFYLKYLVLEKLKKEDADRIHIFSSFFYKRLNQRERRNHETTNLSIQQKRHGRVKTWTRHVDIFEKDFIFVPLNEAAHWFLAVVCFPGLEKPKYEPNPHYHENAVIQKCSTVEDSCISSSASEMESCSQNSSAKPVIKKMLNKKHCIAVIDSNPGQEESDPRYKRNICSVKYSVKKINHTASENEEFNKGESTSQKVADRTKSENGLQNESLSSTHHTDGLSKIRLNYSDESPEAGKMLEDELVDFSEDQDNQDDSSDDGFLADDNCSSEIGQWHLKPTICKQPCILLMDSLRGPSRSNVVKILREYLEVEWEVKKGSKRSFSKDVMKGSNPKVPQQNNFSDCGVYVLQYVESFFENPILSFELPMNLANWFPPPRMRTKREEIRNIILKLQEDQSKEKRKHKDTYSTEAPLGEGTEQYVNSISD
SENP8 block-1: inhibitors of human SENP8 protease; purified SENP8, Z-RLRGG-aminoluciferin cleavage, luminescence; inhibition, % at 10 µM; AID 2540; 330,000 compounds, 1.2% hits; in the data active = inhibition above about 50%
Target sequence (Q96LD8 whole entry, looked up): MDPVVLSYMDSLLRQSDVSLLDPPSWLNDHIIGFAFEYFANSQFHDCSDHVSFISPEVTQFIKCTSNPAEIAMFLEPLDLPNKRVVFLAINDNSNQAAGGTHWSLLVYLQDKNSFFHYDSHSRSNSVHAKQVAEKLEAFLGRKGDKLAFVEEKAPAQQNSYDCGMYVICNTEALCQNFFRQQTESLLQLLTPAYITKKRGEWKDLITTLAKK
SENP8 block-2: inhibitors of human SENP8 protease; recombinant SENP8, Nedd8 substrate fluorescence; inhibition, % at 20 µM; 360,000 compounds, 0.64% hits; AID 602440; in the data active = inhibition mostly above about 40%, no sharp cut-off; inactive = mostly below about 27%
SENP1 inh: blocks the human SENP1 SUMO protease catalytic domain. AID 624204. 360,000 compounds, 0.21% hits. recombinant SENP1 catalytic domain, CyPet-SUMO1-YPet FRET cleavage. Q9P0U3. inhibition, % at 10 µM;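 active = inhibition at least 30% at 10 µM, raw YFP signal under a set limit, fluorescence ratio 0.5 to 1.5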;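 note: 0% = enzyme with DMSO and 100% = no enzyme wells; some results filed as inactive read as strong as hits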
Target sequence (Q9P0U3 419-644 limits assumed): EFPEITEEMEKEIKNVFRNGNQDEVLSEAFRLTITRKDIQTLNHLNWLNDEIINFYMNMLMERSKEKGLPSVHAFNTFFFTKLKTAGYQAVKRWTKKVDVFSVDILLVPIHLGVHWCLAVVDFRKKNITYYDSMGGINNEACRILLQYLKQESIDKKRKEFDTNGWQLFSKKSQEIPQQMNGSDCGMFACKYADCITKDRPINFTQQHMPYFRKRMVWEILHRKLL
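material = recombinant human SENP1 catalytic domain, His6-tagged | quantity = 20 pM enzyme | reagent = 25 nM SUMO1 FRET substrate | compound dosing = 10 µM single point, 0.5% DMSO | timing = 50 min enzyme reaction, room temperature, light-protected | detection = FRET, CFP and YFP emission | control set = no-enzyme low, enzyme-DMSO high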
Apaf1 inhib: inhibitors of human Apaf-1 apoptosome; O14727; reconstituted apoptosome caspase-3 activity, DEVD-Rh110 fluorescence; inhibition, % at 20 µM; 330,000 compounds, 0.71% hits; active = inhibition of at least 40% at 20 µM;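 note: plate controls were DMSO wells for no effect and DEVD-CHO caspase inhibitor wells for full effect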
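System: Apoptosome proteins | Medium: Hepes pH 7.5 with detergent and BSA | Also added: Cytochrome c trigger plus (Z-DEVD)2-Rh110 caspase-3 substrate | Incubation: 30 min compound preincubation, 50 min activation, room temperature | Detection: Rhodamine 110 fluorescence at Ex 480/Em 540 nm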
* hit, by the source's call; i = inactive.

Below each SMILES: PfG6PD inh	SENP7 block	HKDC1 inhibitor	NLRP3 yeast inh	SENP6 inh	SENP8 block-1	SENP8 block-2	SENP1 inh	Apaf1 inhib
[1] C/C(=N\OCC(=O)NC12CC3CC(CC(C3)C1)C2)c1cc2ccccc2o1
    -9	-1	-2	10	-20	-11	0	2	26
[2] O=c1c2ccccc2[nH]c(=S)n1CCCN1CCN(c2ccccc2F)CC1
    9	-1	1	18	-9	-3	16	0	15
[3] COc1cc(C(=O)NNC(=O)CNC(=O)C2CCCCC2)ccc1OC(C)C
    -7	-4	-6	2	8	-12	12	3	10
[4] Cc1ccc(NC(=O)c2sc3ccccc3c2Cl)nc1
    -3	93*	0	21	72*	63*	4	-6	-11
[5] CCOc1cc(CN2CCCCCC2)ccc1OC
    -1	-6	-10	9	-12	-9	21	0	-9
[6] CCc1ccc(-c2nc(CN3CCC(C(=O)NCCc4ccc(OC)c(OC)c4)CC3)c(C)o2)cc1
    6	-2	-6	5	5	3	16	2	7
[7] CC(Oc1ccccc1F)c1nnc(SCC(=O)NCc2ccc3c(c2)OCO3)o1 (stereo not given)
    5	-3	-2	15	-10	-1	5	-4	2
[8] O=C(/C=C/c1ccccc1)NCCSCc1ccc(Cl)cc1
    -2	-3	-4	25	-10	-3	17	0	-2
[9] COc1ccccc1CNC(=O)C1CC2Cn3c(nc4cc(C)c(C)cc43)C2N1C (stereo not given)
    -9	-1	0	3	10	8	11	1	-6
[10] CC(C)(C)NS(=O)(=O)c1ccc(NC(=S)NC(=O)C2CC2)cc1
    -5	-9	5	-23	-14	-3	12	-1	18

New compounds follow.
Below each SMILES: PfG6PD inh	SENP7 block	HKDC1 inhibitor	NLRP3 yeast inh	SENP6 inh	SENP8 block-1	SENP8 block-2	SENP1 inh	Apaf1 inhib
[11] CC(=O)c1ccc(NC(=O)CCNS(=O)(=O)c2cccc3nonc23)cc1
    -13	-2	-5	7	0	-16	2	1	11
[12] Cc1ccc(C(=O)/C=C/NCc2ccc(F)cc2)cc1
    -4	2	-8	4	-18	-6	-8	-30	2
[13] O=[N+]([O-])c1c(-c2cn[nH]c2)n[nH]c1-c1cn[nH]c1
    0	0	-4	-11	-9	1	10	1	-11
[14] CCC(=O)Nc1ccc(OCc2nnc3c4ccccc4c(C)nn23)cc1
    1	9	-1	-2	2	4	22	1	-6
[15] CC(=O)Nc1ccc(C(=O)COC(=O)C2CC2C)c(F)c1 (stereo not given)
    4	12	-6	-4	20	-3	7	1	3
[16] CC(C)Oc1ccc(CCC(=O)NNC(=S)Nc2ccccc2)cc1
    -10	4	-7	11	-10	1	10	0	-8
[17] COc1ccccc1C(=O)N=c1sc2c(C)ccc(OC)c2n1C
    63*	48	2	29	58*	44	-454	-13	11
[18] COc1ccc(CNC(=O)CN2C(=O)CSc3ccc(S(=O)(=O)N4CCCCC4)cc32)cc1
    -4	-4	-1	-10	-3	2	4	3	-7
[19] CCCc1[nH]nc2c1C(c1ccc(OC)cc1OC)C(C#N)=C(N)O2 (stereo not given)
    12	-7	0	4	5	-1	0	-1	5
[20] Cc1c(C(=O)N2CCC(C(N)=O)CC2)sc(N)c1C#N
    22	-4	-8	-10	-18	-5	20	1	-7

More entries:
Below each SMILES: PfG6PD inh	SENP7 block	HKDC1 inhibitor	NLRP3 yeast inh	SENP6 inh	SENP8 block-1	SENP8 block-2	SENP1 inh	Apaf1 inhib
[21] FC(F)Oc1ccc(-n2cc(-c3ccc(Cl)cc3)[n+]3c2CCCCC3)cc1
    4	-2	-5	3	-31	-2	12	1	14
[22] COc1ccc(S(=O)(=O)Nc2ccc(-c3ccc(N4CCCC4)nn3)cc2)cc1C
    -7	-3	16	20	-4	2	-86	-2	19
[23] O=C(NCc1cccs1)Nc1cc(Cl)ccc1Cl
    -5	2	0	-10	-5	-13	9	2	-11
[24] CC(NC(=O)C(NS(=O)(=O)c1cccc2nsnc12)C(C)C)c1ccccc1 (stereo not given)
    -4	2	-5	26	7	-2	14	1	3
[25] CSc1ccc(S(=O)(=O)N2CCC(C(=O)Nc3ccccc3C(F)(F)F)CC2)cc1
    12	-6	7	11	-1	2	4	0	20
[26] COCCN1CCn2c(nc3cc(NC(=O)NC4CCCCC4)ccc32)C1
    -4	-3	10	8	45	-1	-284	-19	27
[27] CCN(CC)C1CC(=O)N(c2cccc(Cl)c2)C1=O (stereo not given)
    -14	6	-6	25	1	13	10	-2	-8
[28] O=C(NCCO)c1ccc2[nH]c3ccccc3c2c1
    3	-6	-4	18	12	1	-95	-3	1
[29] O=S(=O)(/N=C(/Nc1cccnc1)c1ccccc1)c1ccc(F)cc1F
    -8	-10	-6	19	-11	-14	9	-1	-5
[30] COc1ccc(C2=NN(C(=O)c3ccccc3)C(c3cccc([N+](=O)[O-])c3)C2)cc1 (stereo not given)
    4	0	-1	15	-6	-7	28	-6	12

Among those listed so far, these contain an aryl thioether with sulfur outside any ring.
Below each SMILES: PfG6PD inh	SENP7 block	HKDC1 inhibitor	NLRP3 yeast inh	SENP6 inh	SENP8 block-1	SENP8 block-2	SENP1 inh	Apaf1 inhib
[7] CC(Oc1ccccc1F)c1nnc(SCC(=O)NCc2ccc3c(c2)OCO3)o1 (stereo not given)
    5	-3	-2	15	-10	-1	5	-4	2
[25] CSc1ccc(S(=O)(=O)N2CCC(C(=O)Nc3ccccc3C(F)(F)F)CC2)cc1
    12	-6	7	11	-1	2	4	0	20

Carrying on:
Below each SMILES: PfG6PD inh	SENP7 block	HKDC1 inhibitor	NLRP3 yeast inh	SENP6 inh	SENP8 block-1	SENP8 block-2	SENP1 inh	Apaf1 inhib
[31] C#CCOCCOCCOCCNc1nc(OC)nc(N2CCN(C(=O)[C@H](CCC(=O)O)n3cc(C(N)CO)nn3)CC2)n1 (stereo not given in full)
    5	-10	5	13	6	-10	6	-1	-13
[32] CCOC(=O)C(NC(=O)CC(C)C)(Nc1cc(C)on1)C(F)(F)F (stereo not given)
    -2	6	-3	-6	4	0	15	1	1
[33] O=C(NC1CC2CCC(C1)N2Cc1ccco1)c1ccccc1 (stereo not given)
    -21	6	-2	1	-2	3	10	-1	-8
[34] CN(C(=S)SCc1ccccc1)C1CCS(=O)(=O)C1 (stereo not given)
    8	3	-6	-17	7	-4	5	-1	3
[35] CC1=CC(C)(C)N(C(=O)CN2C(=O)CCC2=O)c2ccc(C)cc21
    3	-8	-6	18	1	-1	15	3	-10
[36] CCCOc1ncnc2c1[nH]c1ccccc12
    11	5	-7	74*	-4	0	-105	-14	7
[37] COC(=O)c1cc(C(=O)c2ccc(Cl)cc2Cl)cn1C
    -6	-6	-5	7	2	-10	16	0	8
[38] COc1ccccc1CNc1ccc2nnc(CCNC(=O)c3ccc(C)cc3)n2n1
    19	-8	2	-3	4	-7	-4	-1	4
[39] CC(=O)N1N=C(c2ccccc2)CC1c1cccc([N+](=O)[O-])c1 (stereo not given)
    -6	-3	-5	18	-11	-7	20	0	2
[40] CCC(C)[C@H](NC(=O)NCCCc1ccccc1)C(=O)OC (stereo not given in full)
    -3	13	-2	12	-3	-6	3	-1	-10

Full records, looked up by structure. Order of values: PfG6PD inh	SENP7 block	HKDC1 inhibitor	NLRP3 yeast inh	SENP6 inh	SENP8 block-1	SENP8 block-2	SENP1 inh	Apaf1 inhib
COCCN1CCn2c(nc3cc(NC(=O)NC4CCCCC4)ccc32)C1 is entered as -4	-3	10	8	45	-1	-284	-19	27
COC(=O)c1cc(C(=O)c2ccc(Cl)cc2Cl)cn1C is entered as -6	-6	-5	7	2	-10	16	0	8

The results go on.
Below each SMILES: PfG6PD inh	SENP7 block	HKDC1 inhibitor	NLRP3 yeast inh	SENP6 inh	SENP8 block-1	SENP8 block-2	SENP1 inh	Apaf1 inhib
[41] COc1ccc(C(C)=O)cc1CN1C(=O)NC(CC(C)C)C1=O (stereo not given)
    0	-2	-5	12	-6	-2	0	3	0
[42] CC(C)C(NS(=O)(=O)c1cccs1)C(=O)Nc1nc(C(C)(C)C)cs1 (stereo not given)
    -2	12	-4	20	-12	-3	14	1	-9
[43] COC(=O)c1ccccc1NC(=O)CN(CCc1ccccc1)S(C)(=O)=O
    23	4	1	11	-5	-3	2	0	6
[44] CC(=O)/C=C/c1ccc2ccccc2n1
    3	14	0	33	-6	-11	16	-1	-4
[45] Cc1ccc(NC(=O)CSc2nnc(-c3cccnc3)o2)c(C)c1
    27	7	1	10	-3	0	7	2	6
[46] CCCOc1ccc(C(C)=O)cc1CSCCC#N
    3	-5	-2	22	8	-1	13	1	4
[47] O=C1c2ccccc2NC(c2cccc(F)c2)N1Cc1ccccc1 (stereo not given)
    -28	-5	3	-1	-29	-4	-288	1	12
[48] COC(=O)c1ccccc1NC(=O)c1sc(=S)n(C)c1N
    63*	2	-2	2	15	3	21	3	-21
[49] CC1=C(C(N)=O)C(c2ccc(Br)cc2)n2nc(CCCO)nc2N1 (stereo not given)
    -2	-8	0	-19	-17	-7	26	3	1
[50] COC(=O)C1=C(C)NC2=C(C(=O)c3ccccc32)C1c1ccc(-c2ccc(C(=O)O)cc2)o1 (stereo not given)
    17	0	11	5	4	-2	i	-21	12

The listing continues:
Below each SMILES: PfG6PD inh	SENP7 block	HKDC1 inhibitor	NLRP3 yeast inh	SENP6 inh	SENP8 block-1	SENP8 block-2	SENP1 inh	Apaf1 inhib
[51] Cn1ccs/c1=N\C(=O)Nc1cccc(Cl)c1
    -6	73*	13	39	70*	52*	7	2	-9
[52] O=C(/C(=C/O)N=Nc1ccccc1Cl)c1ccccc1
    23	6	1	15	-26	2	20	3	6
[53] CCC1CCCCN1C(=O)CSc1nnc(CNC(=O)c2ccco2)o1 (stereo not given)
    4	-4	-6	2	-11	-14	18	2	1
[54] COc1cc2c(cc1OC)C(COc1ccc(F)cc1)N(C(C)=O)CC2 (stereo not given)
    -8	-2	-1	5	-3	-4	8	1	5
[55] COc1ccc(-c2onc3ccc(C(C)=O)cc23)cc1
    48	2	-4	12	-16	-5	-320	-21	0
[56] O=C(NCC1CCCO1)C1CC(=O)N(c2cccc(Cl)c2)C1 (stereo not given)
    13	-3	-7	4	5	-8	-1	1	4
[57] COc1ccc2cc(C#N)c(NC(C)C)nc2c1
    12	-4	5	2	-8	-10	i	-13	3
[58] COc1ccccc1C(=O)Nc1c[nH]c(=O)[nH]c1=O
    3	-11	-7	23	0	-3	19	0	-3

Source: PubChem BioAssay (Sanford-Burnham Center for Chemical Genomics)
